Screens as filed in PubChem.
ALDH1A1 block: ALDH1A1 (human) enzyme inhibition; Purified ALDH1A1, NADH fluorescence, propionaldehyde substrate; Potency, µM (highest dose often 75.3 µM), without a hit: at the top dose activity, negative = inhibition, usual class: inhibitors; 220,000 tested, 7.3% active; AID 1030; active means well fitted inhibition curve with a large enough effect, not every such curve was filed as active; inconclusive means small, poorly fitted or top-dose-only effect, or another doubt; inactive means no such curve, though single readings can be large or run the other way;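 further: plate controls were no enzyme wells and a reference inhibitor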
GLA spleen mod: alpha-galactosidase A (human) modulation; P06280; human spleen homogenate, 4MU-alpha-Gal fluorescence, 40 min; Potency, µM (doses to about 80 µM), for the others: top-dose activity change, negative = inhibition, most hits filed as inhibitors; 240,000 tested, 0.008% active; AID 2107;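 further: 0% = enzyme with vehicle and -100% = no enzyme basal signal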
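Human spleen homogenate (1 ug) was the enzyme source, with 4-methylumbelliferyl-alpha-D-galactopyranoside (1 mM final) in pH 5.0 citrate buffer with 0.01% Tween-20. Compounds were titrated; after 40 min at 37C, NaOH/glycine stop, 4-MU fluorescence read; AC50 from Hill fits.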
Tau fluor counter: counter-screen for tau fibril formation inhibitors; 280,000 tested, 0.93% active; tau K18 P301L Alexa594 fluorescence, heparin fibrillization; AID 1463; Potency, µM (top dose mostly 57.7 µM), inactives show top-dose activity change, negative = decrease; further: nearly all actives have a fitted effect of over 55% in size
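Human tau K18 P301L (15 uM unlabeled, 0.24 uM Alexa 594-labeled) in 100 mM sodium acetate pH 7 with 20 uM heparin, 6 hr at 37 C. ThT 30 uM added, 1 hr ambient; Alexa 594 FP and total fluorescence read at 555/632 nm.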
TR SRC2 fluor cs: counter-screen for TRb-SRC2 inhibitors: fluorescence interference; 280,000 tested, 0.29% active; AID 1479; TRb/SRC2 Texas Red total fluorescence interference; Potency, µM (titrated, usually from 106 µM), inactives show top-dose fluorescence change, negative = quenching; active means well fitted curve in either direction with a large enough effect; inconclusive means small, poorly fitted or top-dose-only effect
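Human TRb ligand-binding domain at 0.6 uM with 20 nM Texas Red SRC2 peptide in Tris buffer containing 1 uM T3 and 5% DMSO, incubated with compound 5 h at ambient temperature. Total fluorescence (555/632 nm) calculated as parallel + 2 × perpendicular.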
L3MBTL1 block: L3MBTL1 (human) inhibition; Q9Y468; 230,000 tested, 0.66% active; AlphaScreen L3MBTL1–H3K9me1 peptide binding; Potency, µM (top dose mostly 57.1 µM), without a hit: at the top dose activity, negative = inhibition, usual class: inhibitors; further: nearly all actives have a fitted effect of over 60% in size
Target sequence (Q9Y468 whole entry, looked up): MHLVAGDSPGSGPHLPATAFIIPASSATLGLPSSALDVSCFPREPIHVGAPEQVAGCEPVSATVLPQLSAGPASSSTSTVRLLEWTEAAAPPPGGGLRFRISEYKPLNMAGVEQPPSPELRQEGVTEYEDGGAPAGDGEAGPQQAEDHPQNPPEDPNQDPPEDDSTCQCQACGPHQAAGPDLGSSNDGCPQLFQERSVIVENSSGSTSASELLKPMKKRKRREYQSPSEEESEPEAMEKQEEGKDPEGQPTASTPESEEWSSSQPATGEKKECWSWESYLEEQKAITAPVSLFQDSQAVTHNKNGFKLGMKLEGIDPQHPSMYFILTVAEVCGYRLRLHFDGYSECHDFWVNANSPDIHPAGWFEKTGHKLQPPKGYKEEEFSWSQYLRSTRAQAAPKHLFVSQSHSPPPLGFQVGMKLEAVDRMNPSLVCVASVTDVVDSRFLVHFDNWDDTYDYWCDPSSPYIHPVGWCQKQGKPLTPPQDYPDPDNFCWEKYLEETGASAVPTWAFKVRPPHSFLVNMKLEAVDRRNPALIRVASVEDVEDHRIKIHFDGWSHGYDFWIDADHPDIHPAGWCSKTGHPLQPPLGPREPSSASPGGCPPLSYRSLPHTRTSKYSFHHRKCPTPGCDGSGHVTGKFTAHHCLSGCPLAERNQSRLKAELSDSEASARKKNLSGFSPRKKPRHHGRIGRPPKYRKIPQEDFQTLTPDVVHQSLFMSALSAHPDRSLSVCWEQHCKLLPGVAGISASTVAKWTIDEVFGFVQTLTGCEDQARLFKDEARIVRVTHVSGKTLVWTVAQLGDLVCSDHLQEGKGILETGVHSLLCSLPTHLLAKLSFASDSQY
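AlphaScreen assay: L3MBTL1 (50 nM final) was preincubated 30 min at room temperature with biotinylated H3(1-15)K9me1 peptide (75 nM final), then 30 min with library compounds; streptavidin donor and nickel chelate acceptor beads (10 ug/mL final) added, 30 min dark.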
TRb-SRC2 inh: inhibitors of human thyroid hormone receptor beta-SRC2 interaction; P10828; TRbeta-SRC2 peptide binding, fluorescence polarization; receptor liganded with 1 µM T3; Potency, µM (top dose mostly 106 µM), without a hit: at the highest dose activity change, negative = inhibition, hits mostly inhibitors; 280,000 tested, 0.065% active; AID 1469;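 further: plate controls were bound peptide for no effect and peptide without receptor for full effect; nearly all actives have a fitted effect of over 50% in size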
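Each compound concentration gave % activity, normalized to unbound and bound Texas Red SRC2 controls, from polarization read after 5 hr ambient incubation with T3-loaded human TRb LBD.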
Tau fibril ThT: tau fibrillization inhibition (ThT binding); AID 1460; recombinant tau K18 P301L (four-repeat tau fragment), heparin-induced fibrillization, ThT fluorescence; Potency, µM (top dose mostly 57.4 µM), inactives show top-dose activity, negative = inhibition, hits mostly inhibitors; 270,000 tested, 2.1% active; further: nearly all actives have a fitted effect of over 55% in size
Target sequence (P10636 561-689 P618L limits assumed): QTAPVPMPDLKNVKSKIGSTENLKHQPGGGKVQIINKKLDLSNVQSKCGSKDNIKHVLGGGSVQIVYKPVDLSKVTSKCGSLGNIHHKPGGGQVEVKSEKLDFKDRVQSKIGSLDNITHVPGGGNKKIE
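Aggregation was driven by heparin (20 uM final) acting on recombinant tau […] bearing P301L in 100 mM sodium acetate pH 7; fibrils were detected with Thioflavin T.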
Tau FP inhib: inhibitors of human tau fibril formation. AID 1468. P10636. 280,000 tested, 0.39% active. Potency, µM (titrated, usually from 57.7 µM), for inactives: at the highest dose activity, negative = inhibition, usual class: inhibitors. K18 P301L tau heparin fibrillization, Alexa594 FP, 6 h; further: nearly all actives have a fitted effect of over 55% in size
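K18 P301L tau (15 uM unlabeled/0.24 uM Alexa 594-labeled, final) + compound + heparin 20 uM final; 100 mM NaOAc pH 7; 6 hr 37 C; ThT 30 uM final added, 1 hr RT; FP ex 555/em 632 nm.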
The depositor's hits bear a star; ? = inconclusive; nt = no result given; [ ] = dose if it differs, or a comment. Unless noted, the call rests on the fitted dose curve; in most records, active means well fitted curve in the direction sought with a large enough effect; inconclusive means small, poorly fitted or top-dose-only effect, or another doubt; inactive means no such curve, though single readings can be large; an effect the other way counts as inactive or inconclusive. Unless noted, on the % scale 0 is the no-effect control and ±100 the full control effect; potency means the concentration at half of the fitted maximal effect.

smiles	ALDH1A1 block	GLA spleen mod	Tau fluor counter	TR SRC2 fluor cs	L3MBTL1 block	TRb-SRC2 inh	Tau fibril ThT	Tau FP inhib
Cc1nc2c(C)cccn2c1/C(O)=C1\C(=O)C(=O)N(CCN(C)C)C1c1ccco1 (stereo not given)	?	-3%	-12%	-2%	-1%	-4%	?	-10%
O=C(NCCN1CCOCC1)c1ccc(=O)n(Cc2ccc(Cl)cc2)c1	?	4%	-4%	1%	nt	9%	-5%	1%
CCCCCc1nc2sc3c(c2c(=O)n1N)CCC3	-7%	0%	-4%	1%	-11%	-7%	-3%	-4%
CC(C)(C)n1ncc2c(=O)n(CC(=O)c3ccc(Cl)cc3)cnc21	?	-10%	-4%	-2%	7%	-13%	-3%	0%
C1=C(c2ccccc2)CCN(c2ncnc3nc[nH]c23)C1	?	0%	3%	0%	-12%	0%	?	5%
O=C(/C=C/c1cc2c(cc1Br)OCO2)NCc1ccc(F)cc1	2%	-3%	-14%	1%	-4%	-5%	-6%	-1%
CC1CN(Cc2cc(=O)[nH]c(C3CC3)n2)CC(C)O1 (stereo not given)	5%	0%	-11%	-5%	1%	-7%	-4%	0%
NC(=S)Nc1cccc(-c2n[nH]c(=S)o2)c1	nt	2%	-7%	-1%	0%	3%	-15%	-2%
CC(=O)C(/C=N/c1ncc(C(F)(F)F)cc1Cl)=C(\C)O	2%	-2%	0%	-3%	11%	-3%	-1%	-4%
COc1cccc(OCCNc2cc(Cl)ccc2[N+](=O)[O-])c1	2%	3%	-30%	-4%	-28%	8%	8.9µM*	-4%
Cc1cccc(NC(=O)CSc2ncc3c(n2)-c2cc(Cl)ccc2N(C)S3(=O)=O)c1C	nt	nt	-25%	1%	nt	-8%	-5%	?
COc1ccccc1CNS(=O)(=O)c1cccc(S(=O)(=O)N2CCOCC2)c1	1%	0%	-15%	0%	6%	-2%	-13%	?
CC(C)[C@@H](CC(=O)N[C@@H]1CCNC[C@H]1C(=O)N[C@H](CC(=O)N[C@@H](CCC(=O)O)CC(=O)O)Cc1c[nH]c2ccccc12)NC(=O)C[C@H](Cc1ccccc1)NC(=O)[C@@H]1CNCC[C@H]1N	5%	5%	-1%	-2%	nt	4%	3%	-9%
COc1ccc(NC(=O)c2nnn(Cc3ccc(Br)cc3F)c2N)c(OC)c1	nt	nt	-16%	-7%	nt	4%	2%	-9%
O=C(NCc1cccc(C(F)(F)F)c1)c1cccc(Cl)c1Cl	6%	-2%	-14%	1%	13%	1%	-7%	3%
CCCOc1ccc(N2CC(C(=O)Nc3ccccc3OC)CC2=O)cc1 (stereo not given)	6%	-6%	-15%	-2%	?	-11%	-13%	-7%
CCOC(=O)Nc1ccc(Oc2ccccc2)cc1	4%	3%	-3%	1%	-3%	0%	-6%	5%
O=C(c1ccncc1)c1ccc(NC(=O)c2cccs2)cc1	-2%	2%	-17%	-4%	nt	2%	-6%	-6%
CC1=C(C)CC(C(=O)Nc2ccc3c(c2)OCO3)C(C(=O)O)C1 (stereo not given)	-16%	-5%	2%	-7%	-5%[11.4 µM]	2%	-18%	2%
CC(C)(C)C1=NN=C2c3ccccc3C(=O)C21 (stereo not given)	-22%	-8%	-5%	-1%	-1%	3%	-4%	11%
COc1cccc(CNCCOCCO)c1OC	?	-1%	0%	-1%	3%	-2%	-10%	2%
COc1cccc(NC(=O)/C=C/c2ccco2)c1	25µM*	3%	-15%	-12%	-12%	-2%	?	-11%
CC(=O)c1ccc(NC(=O)C(C)N(C)CC(=O)Nc2ccccc2Cl)cc1 (stereo not given)	?	4%	-8%	-1%	17%	0%	-8%	3%
COC(=O)/C(N=Nc1cccc(C(F)(F)F)c1)=C(\C)O	5%	-16%	-12%	-1%	-8%	0%	-13%	-9%
COc1ccc(S(=O)(=O)NC2CC2)cc1-n1cnnn1	?	-5%	-6%	0%	4%	1%	-5%	-1%
c1ccc(-c2noc(CN3CCN(c4cnccn4)CC3)n2)cc1	-5%	5%	-1%	0%	-4%	6%	-4%	-7%
Cn1ccnc1SCC(=O)Nc1cccc(O)c1	15%	7%	-4%	0%	nt	-2%	-6%	-7%
CCN(c1ccccc1)S(=O)(=O)c1ccc(NC(=O)C(C)(C)C)cc1	4%	-5%	-19%	1%	nt	-1%	-13%	-10%
CCOc1ccc(OCc2ccc(C(=O)N/N=C(\C)c3ccccn3)cc2)cc1	?	0%	-2%	-2%	-24%	0%	?	8%
COC(=O)CSc1nnc([C@H](CC(C)C)NC(=O)OC(C)(C)C)o1	6%	4%	1%	1%	nt	2%	-2%	4%

Ten structures out of the list, arranged by length of the SMILES, rising.
smiles	ALDH1A1 block	GLA spleen mod	Tau fluor counter	TR SRC2 fluor cs	L3MBTL1 block	TRb-SRC2 inh	Tau fibril ThT	Tau FP inhib
COc1cccc(CNCCOCCO)c1OC	?	-1%	0%	-1%	3%	-2%	-10%	2%
Cn1ccnc1SCC(=O)Nc1cccc(O)c1	15%	7%	-4%	0%	nt	-2%	-6%	-7%
COc1cccc(NC(=O)/C=C/c2ccco2)c1	25µM*	3%	-15%	-12%	-12%	-2%	?	-11%
CC(C)(C)C1=NN=C2c3ccccc3C(=O)C21 (stereo not given)	-22%	-8%	-5%	-1%	-1%	3%	-4%	11%
COc1ccc(S(=O)(=O)NC2CC2)cc1-n1cnnn1	?	-5%	-6%	0%	4%	1%	-5%	-1%
O=C(c1ccncc1)c1ccc(NC(=O)c2cccs2)cc1	-2%	2%	-17%	-4%	nt	2%	-6%	-6%
COC(=O)/C(N=Nc1cccc(C(F)(F)F)c1)=C(\C)O	5%	-16%	-12%	-1%	-8%	0%	-13%	-9%
CC1=C(C)CC(C(=O)Nc2ccc3c(c2)OCO3)C(C(=O)O)C1 (stereo not given)	-16%	-5%	2%	-7%	-5%[11.4 µM]	2%	-18%	2%
CCN(c1ccccc1)S(=O)(=O)c1ccc(NC(=O)C(C)(C)C)cc1	4%	-5%	-19%	1%	nt	-1%	-13%	-10%
CCOc1ccc(OCc2ccc(C(=O)N/N=C(\C)c3ccccn3)cc2)cc1	?	0%	-2%	-2%	-24%	0%	?	8%

Later entries
smiles	ALDH1A1 block	GLA spleen mod	Tau fluor counter	TR SRC2 fluor cs	L3MBTL1 block	TRb-SRC2 inh	Tau fibril ThT	Tau FP inhib
COc1ccccc1C(=O)N/C(=C/c1ccccc1)C(=O)Nc1ccc(C(=O)O)cc1	1%	-1%	4%	-3%	nt	0%	8%	4%
Cc1ccc(NP(=O)(c2ccc(N(C)C)cc2NC(=O)c2cccs2)N2CCOCC2)cc1 (stereo not given)	6%	-2%	-20%	-3%	4%	-13%	-12%	5%
COc1ccc(/C(O)=C2\C(=O)C(=O)N(Cc3ccco3)C2c2cc(OC)ccc2OC)cc1 (stereo not given)	9%	11%	-19%	-1%	4%	-11%	?	?
Cc1cccc(NNC(N)=S)c1C	13µM*	0%	-9%	-4%	-4%	-6%	?	?
Cc1cc(NC(=O)Cn2nc(-c3ccccc3F)ccc2=O)ccc1-n1cnnn1	?	0%	-15%	3%	-3%	-6%	-13%	-6%
COC(=O)c1c(N2C(=O)CC(Sc3ccccc3C(=O)O)C2=O)sc2c1CCCC2 (stereo not given)	0.45µM*	5%	-8%	3%	-4%	4%	?	-8%
COc1ccc(OC)c(C2CC(=O)NC(SC)=C2C#N)c1 (stereo not given)	-6%	-15%	-8%	-5%	2%	6%	-11%	-10%
O=C(OCc1nc2ccc(Cl)cc2n1CCO)c1ccccc1C(=O)c1ccccc1	-6%	-4%	-7%	0%[53 µM]	0%	3%[53 µM]	-1%	3%
CC(C)c1nc2sc3c(SCC(=O)NCc4ccco4)ncnc3c2c2c1CCC2	?	1%	2%	-3%	?	-8%	-3%	-5%
COc1cccc(-c2cn3c(n2)sc2cc(C(=O)NCCC4=CCCCC4)ccc23)c1	nt	nt	-2%	1%	nt	-1%	-2%	0%
Cc1ccc(CN(c2ccc(C(=O)NCc3ccccn3)cc2)S(C)(=O)=O)cc1	-1%	7%	-10%	-5%	nt	-2%	-6%	-4%
CC1CCCN(c2ncnc3c2nc2n3CCCCC2)C1 (stereo not given)	nt	nt	-6%	8%	nt	7%	-5%	0%
Nc1ccc2c(C(F)(F)F)cc(=O)oc2c1	?	19%	-3%	0%	nt	4%	7%	4%
O=C(CCc1ccc(S(=O)(=O)N2CCCCC2)cc1)c1nnc(-c2ccccc2)o1	?	6%	-20%	-1%	-4%	6%	-7%	2%
COC(=O)Cc1[nH]nc2c1C(c1cc(OC)c(OC)c(OC)c1)C(C#N)=C(N)O2 (stereo not given)	nt	9%	-23%	-1%	nt	6%	nt	-4%
COc1ccc(N2CCN(C(=O)c3cc(S(=O)(=O)N4CCCCCC4)cn3C)CC2)cc1	nt	nt	-5%	-6%	nt	-6%	3%	13%
COc1cc(O)c2c(c1)COC2=O	-2%	4%	9%	-1%	1%	-1%	5%	2%
CC(=O)Nc1ccc(S(=O)(=O)Nc2cc(-c3cn4ccccc4n3)ccc2C)cc1	nt	nt	?	-1%	nt	-7%	-8%	-5%
O=C(Nc1ccc(N2CCOCC2)cc1N1CCOCC1)c1cccs1	-3%	4%	-5%	-2%	nt	-22%	6%	5%
COCCCn1c(=S)[nH]c2sc3c(c2c1=O)CCCS3	25µM*	0%	-25%	-2%	29%	1%	?	-9%
O=C(Cc1cccc2ccccc12)NNC(=O)Nc1ccc(Cl)cc1	nt	-8%	-8%[11.6 µM]	-3%	nt	2%	nt	4%[11.6 µM]
CCOC(=O)N1CCN(C(=O)CN(C)S(=O)(=O)c2ccc3c(c2)c(=O)n(C)c(=O)n3C)CC1	4%	3%	-8%	0%	nt	3%	-10%	-3%
